SMARCA2 activ: increases SMARCA2 function in MMTV reporter cells | actives 1% (n = 370,000) | MG213 cells, MMTV-luciferase reporter, dexamethasone, overnight | activation, % at 9.1 µM; in the data active = activation above about 7.8%;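 note: 0% = vehicle wells and 100% = reference activator wells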
GC-A act: GC-A (human) enzyme activation; P16066; activation, % at 10 µM; HEK293 GC-A cells, cGMP TR-FRET, EC30 ANP; 0% at EC30 ANP, 100% saturating ANP; actives 0.14% (n = 370,000); in the data active = activation above about 40%
PG9 Ab binder: small molecules binding HIV-1 gp120 antibody PG9 | TR-FRET gp120-PG9 antibody binding | inhibition, % at 6.7 µM | actives 0.43% (n = 360,000); in the data active = inhibition above about 8.5%
HTRA1 inhibitor: blocks human HTRA1 serine peptidase; inhibition, % at 5.96 µM; actives 0.5% (n = 340,000); Q92743; AID 504803; recombinant HTRA1, FP-rhodamine activity-based probe, fluorescence polarization; in the data active = inhibition above about 36%;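 note: 0% = enzyme with DMSO and 100% = wells lacking enzyme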
Rev-erbA mod: modulates human Rev-erb alpha binding to DNA | P20393 | Rev-erbα–FITC-DNA binding, fluorescence polarization, 90 min | activity, % at 10 µM | actives 0.79% (n = 370,000);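 active = activity above about 14%, limit read from the data; passing the limit was not always enough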;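 note: 0% = DMSO wells with 35 nM protein and 100% = DMSO wells with 750 nM protein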
Target sequence (P20393 whole entry, looked up): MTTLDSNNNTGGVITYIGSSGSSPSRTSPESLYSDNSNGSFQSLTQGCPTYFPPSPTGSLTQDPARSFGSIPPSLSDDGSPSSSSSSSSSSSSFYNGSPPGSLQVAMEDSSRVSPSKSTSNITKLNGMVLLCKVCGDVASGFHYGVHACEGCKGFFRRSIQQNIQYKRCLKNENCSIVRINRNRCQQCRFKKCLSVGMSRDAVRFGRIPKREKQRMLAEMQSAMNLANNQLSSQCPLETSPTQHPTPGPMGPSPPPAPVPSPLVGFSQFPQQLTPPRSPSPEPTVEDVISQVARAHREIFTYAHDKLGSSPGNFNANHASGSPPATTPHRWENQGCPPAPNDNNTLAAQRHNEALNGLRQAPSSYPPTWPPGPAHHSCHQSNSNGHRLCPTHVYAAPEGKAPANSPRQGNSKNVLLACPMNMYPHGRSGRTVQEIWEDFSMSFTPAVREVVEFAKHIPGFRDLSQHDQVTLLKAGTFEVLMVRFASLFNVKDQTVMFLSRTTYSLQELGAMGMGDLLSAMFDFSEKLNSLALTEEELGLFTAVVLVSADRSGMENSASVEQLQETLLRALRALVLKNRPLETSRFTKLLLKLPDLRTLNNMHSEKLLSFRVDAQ
ASAP1 inh: ASAP1 ArfGAP inhibition; ASAP1-stimulated ARF1 GTP hydrolysis, GDP FP detection; inhibition, % at 16.5 µM; actives 0.19% (n = 360,000); Q9ULH1; in the data active = inhibition above about 25%;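 note: 0% = vehicle with enzyme and substrate and 100% = no enzyme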
rCAG RNA binder: r(CAG) repeat RNA binding | TO-PRO-1 dye displacement fluorescence | inhibition, % at 3 µM | actives 1.3% (n = 370,000);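 active = inhibition above the plate cutoff, the mean of all test compounds on that plate plus 3 SD, cut at about 35% in these data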;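 note: 0% = DMSO alone and 100% = 100 µM mitoxantrone as full dye displacement; higher means more dye released from RNA so lower well fluorescence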
ARFGAP1 inhibitor: inhibits rat ARF GTPase activating protein 1. Q62848. Arfgap1-stimulated ARF1 GTP hydrolysis, GDP FP detection. inhibition, % at 16.5 µM. actives 0.26% (n = 360,000);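 active = inhibition above a per-plate limit, mean inhibition of low control wells plus 3 SD, cut at about 25% in these data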;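 note: 0% = DMSO wells with enzyme and 100% = wells lacking Arfgap1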
Target sequence (Q62848 1-136 limits assumed): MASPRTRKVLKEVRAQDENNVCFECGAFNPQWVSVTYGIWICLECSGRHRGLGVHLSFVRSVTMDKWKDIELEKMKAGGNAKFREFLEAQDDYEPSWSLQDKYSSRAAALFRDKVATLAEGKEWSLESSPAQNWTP
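material = rat Arfgap1 catalytic domain, aa 1-136 | also added = human ARF1(Δ1-17)-GTP substrate | compound dosing = one concentration, 16.5 µM, DMSO 1.26% | times = GTP hydrolysis reaction 2 h at 25 °C | measured by = FP, GDP Alexa 633 tracer displaced from anti-GDP antibody, 620/688 nm | evaluation = percent inhibition of Arfgap1-stimulated GTP hydrolysis | replication = single well per compound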
ABHD4 inh: ABHD4 (mouse) inhibition, primary FP screen; Q8VD66; purified mABHD4, FP-Rh probe fluorescence polarization; inhibition, % at 8.92 µM; actives 0.54% (n = 370,000);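 active = inhibition exceeding the mean over every tested compound plus 3 SD, cut at about 30% in these data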;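 note: 0% = plate median of compound wells and 100% = S159A mutant with DMSO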
Target sequence (Q8VD66 whole entry, looked up): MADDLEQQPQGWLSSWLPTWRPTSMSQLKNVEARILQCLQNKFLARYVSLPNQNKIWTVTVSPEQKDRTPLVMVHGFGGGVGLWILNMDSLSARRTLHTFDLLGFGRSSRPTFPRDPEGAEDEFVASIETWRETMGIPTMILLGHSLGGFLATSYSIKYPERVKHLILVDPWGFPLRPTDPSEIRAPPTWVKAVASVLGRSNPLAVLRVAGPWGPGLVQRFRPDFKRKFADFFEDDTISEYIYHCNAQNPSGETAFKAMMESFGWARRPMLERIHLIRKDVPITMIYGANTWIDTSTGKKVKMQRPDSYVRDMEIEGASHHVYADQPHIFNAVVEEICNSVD
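Assay system: wild-type mouse ABHD4 protein; compound: single nominal dose of 8.92 µM, 0.89% DMSO final; schedule: 45 min + 60 min at 25 °C; measured by: FP readout, ex 525 nm / em 598 nm; evaluation: % inhibition of FP-Rh probe binding versus controls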
GC-B act: GC-B (human) receptor activation | P20594 | HEK293-GC-B cells, CNP EC30, cGMP TR-FRET; 0% at EC30 CNP, 100% saturating CNP | activation, % at 10 µM | actives 0.11% (n = 370,000);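 active = activation at 10 µM reaching about 35% in either raw or pattern-adjusted values, limit read from the data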
Starred values were filed as active, the others as inactive; nt = no result given.

SMILES | SMARCA2 activ | GC-A act | PG9 Ab binder | HTRA1 inhibitor | Rev-erbA mod | ASAP1 inh | rCAG RNA binder | ARFGAP1 inhibitor | ABHD4 inh | GC-B act
CC(C)CN(CC(C)C)S(=O)(=O)N1CCC(C(=O)NCc2cccnc2)CC1 | -4 | -4 | 0.3 | 1 | 2 | 8 | -8 | -6 | 7 | -1
O=C(c1cc(-c2ccccc2)on1)N1CCN(C(=O)c2ccco2)CC1 | 0 | -2 | 0.6 | -4 | -2 | -3 | -3 | 19 | 4 | -6
Cc1ccc(Cn2nc(C)c(C(=O)NCC(c3ccc(F)cc3)N3CCOCC3)c2Cl)cc1 (configuration not stated) | 0 | 1 | -0.9 | -6 | 0 | -8 | -1 | -2 | 2 | 3
Cc1ccc(C(=O)N/C(=C\c2cn(C)c3ccccc23)C(=O)N2CCOCC2)cc1 | 0 | 1 | -1.6 | -4 | 7 | 11 | -1 | 4 | 1 | -3
Cc1cc(N2CCN(c3ncccn3)CC2)nc2c(C)cccc12 | -2 | -12 | -1.8 | 5 | 35* | 4 | 3 | 1 | -3 | -8
COC(=O)c1ccc2c(=O)n(NC(=O)C(c3ccccc3)c3ccccc3)c(=S)[nH]c2c1 | -2 | 0 | 0.6 | 5 | -1 | -5 | 3 | -3 | 1 | 5
O=C(NC(=S)Nc1ccccc1N1CCCC1)c1ccccc1[N+](=O)[O-] | 1 | -1 | -2.6 | -6 | -1 | 1 | 0 | 3 | 2 | -4
Cc1nc(C(F)(F)F)ccc1C(=O)N1CCCC(C)(C(=O)O)C1 (configuration not stated) | 0 | 3 | 0.8 | nt | -4 | 2 | 4 | 0 | -1 | 4
Cc1ccc(C(=O)Nc2ccc(C)c(S(=O)(=O)N3CCOCC3)c2)c(C)c1 | -1 | 7 | 0.3 | -8 | -5 | -5 | -10 | -3 | 0 | 8
N#Cc1cc2c(nc1SCC(N)=O)CCCCC2 | 7 | -4 | -2.6 | 8 | -2 | -4 | -2 | -7 | -2 | -4
Cc1cc(C)cc(CN2C(=O)NC3(CCCCCC3)C2=O)c1 | -1 | -5 | -0.1 | -11 | 1 | 1 | -7 | 7 | -2 | 6
O=C(NCc1ccccc1)c1csc(-c2cccnc2)n1 | -3 | -4 | -0.1 | 0 | -7 | 1 | -5 | 5 | 3 | 3
O=C(CC1S/C(=N\S(=O)(=O)c2ccc(F)cc2)N(c2ccccc2)C1=O)Nc1ccccc1 (configuration not stated) | -2 | -4 | -2.3 | -23 | 3 | 5 | 16 | -5 | -9 | 1
COc1cccc(N(C(=O)c2ccco2)C(C(=O)NC2CCCC2)c2ccc(N(C)C)cc2)c1 (configuration not stated) | -1 | 0 | 1.1 | 1 | -2 | 8 | -4 | -3 | 4 | -4
CCCC(=O)Nc1cccc(-c2nc3ccccc3o2)c1 | -2 | 6 | -0.1 | -19 | 3 | 12 | 0 | -4 | -15 | 0
O=c1[nH]c2c(n(C3CCCCC3)c1=O)CCC2 | -4 | -1 | 0.4 | 2 | -1 | 1 | 0 | -4 | -6 | 3
Cc1cc(=O)nc2c3ccccc3n(CC(=O)NC3CCCCC3)n12 | 0 | -4 | -1.8 | 11 | -4 | -2 | 5 | -13 | 6 | 3
Cc1ccc(CCNC(=O)C(C)n2nc(C)c3c(C)n(-c4ccccc4)nc3c2=O)cc1 (configuration not stated) | -3 | -1 | 0.5 | 1 | -1 | 9 | -9 | -5 | 3 | -3
OCC[C@H]1C[C@H](O)[C@@H](O)[C@@]2(OCc3ccccc32)O1 | 0 | 1 | 0.7 | 1 | -5 | 11 | 4 | -6 | 16 | -2
Cc1ccc(S(=O)(=O)N2CCN(C(=O)CSc3nnc(C)s3)C2)cc1 | 0 | 6 | 0.7 | 4 | -6 | -5 | 3 | 5 | -7 | 0

Already shown: 10 of the compounds above.
SMILES | SMARCA2 activ | GC-A act | PG9 Ab binder | HTRA1 inhibitor | Rev-erbA mod | ASAP1 inh | rCAG RNA binder | ARFGAP1 inhibitor | ABHD4 inh | GC-B act
Cc1nc(C(F)(F)F)ccc1C(=O)N1CCCC(C)(C(=O)O)C1 (configuration not stated) | 0 | 3 | 0.8 | nt | -4 | 2 | 4 | 0 | -1 | 4
Cc1ccc(C(=O)Nc2ccc(C)c(S(=O)(=O)N3CCOCC3)c2)c(C)c1 | -1 | 7 | 0.3 | -8 | -5 | -5 | -10 | -3 | 0 | 8
N#Cc1cc2c(nc1SCC(N)=O)CCCCC2 | 7 | -4 | -2.6 | 8 | -2 | -4 | -2 | -7 | -2 | -4
Cc1cc(C)cc(CN2C(=O)NC3(CCCCCC3)C2=O)c1 | -1 | -5 | -0.1 | -11 | 1 | 1 | -7 | 7 | -2 | 6
O=C(NCc1ccccc1)c1csc(-c2cccnc2)n1 | -3 | -4 | -0.1 | 0 | -7 | 1 | -5 | 5 | 3 | 3
O=C(CC1S/C(=N\S(=O)(=O)c2ccc(F)cc2)N(c2ccccc2)C1=O)Nc1ccccc1 (configuration not stated) | -2 | -4 | -2.3 | -23 | 3 | 5 | 16 | -5 | -9 | 1
COc1cccc(N(C(=O)c2ccco2)C(C(=O)NC2CCCC2)c2ccc(N(C)C)cc2)c1 (configuration not stated) | -1 | 0 | 1.1 | 1 | -2 | 8 | -4 | -3 | 4 | -4
CCCC(=O)Nc1cccc(-c2nc3ccccc3o2)c1 | -2 | 6 | -0.1 | -19 | 3 | 12 | 0 | -4 | -15 | 0
O=c1[nH]c2c(n(C3CCCCC3)c1=O)CCC2 | -4 | -1 | 0.4 | 2 | -1 | 1 | 0 | -4 | -6 | 3
Cc1cc(=O)nc2c3ccccc3n(CC(=O)NC3CCCCC3)n12 | 0 | -4 | -1.8 | 11 | -4 | -2 | 5 | -13 | 6 | 3

More records follow:
SMILES | SMARCA2 activ | GC-A act | PG9 Ab binder | HTRA1 inhibitor | Rev-erbA mod | ASAP1 inh | rCAG RNA binder | ARFGAP1 inhibitor | ABHD4 inh | GC-B act
CC1(C)CC(=O)c2c(-c3cccnc3)n[nH]c2C1 | -2 | 2 | 0.9 | -5 | 2 | -7 | 1 | 3 | -3 | 0
O=C(O)c1cccc(Nc2nc(-c3ccc([N+](=O)[O-])cc3)nc3ccccc23)c1 | -5 | 12 | -0.5 | -3 | 5 | -2 | 2 | 3 | -7 | -7
CN(C[C@H](Cc1ccccc1)N(C[C@@H](CC1CCCCC1)N(CCc1ccccc1)N=O)N=O)N=O | 0 | 0 | -2.1 | -4 | -1 | 19 | 1 | 4 | 2 | 5
O=C(NC1CC1)C1CCN(C2CCN(C(=O)CC3=CCCCC3)CC2)CC1 | -2 | -5 | -0.3 | 2 | -7 | 10 | -1 | 1 | -6 | 3
O=C1OC(c2ccccc2)Cc2cc(C(=O)N3CCN(c4ccc(F)cc4)CC3)ccc21 (configuration not stated) | -2 | -2 | 0.1 | -8 | 5 | -9 | -7 | 5 | 0 | 0
CC(NC(=O)c1cc(S(=O)(=O)N2CCOCC2)cn1C)c1ccccc1 (configuration not stated) | 0 | 1 | -1.0 | -3 | -4 | 4 | 2 | -13 | -4 | -1
CCS(=O)(=O)n1nc(-c2ccco2)nc1SC | -5 | 5 | 0.3 | 0 | -6 | -4 | -1 | 14 | -4 | 4
O=C(CC1SC2=NCCN2C1=O)Nc1ccc(Br)cc1 (configuration not stated) | -2 | 0 | 0.7 | -4 | -5 | -2 | 10 | 1 | 1 | 1
CCCOc1ccc(C(CC(=O)O)NC(=O)c2sc3ccccc3c2Cl)cc1 (configuration not stated) | -3 | 2 | 11* | -16 | -1 | -2 | 53* | 0 | -4 | 15
COc1ccc(/C=N/NC(=O)c2c(C)nc3ccc(Cl)cn23)cc1OC | 0 | 4 | -1.1 | 1 | -1 | -8 | 0 | -1 | 8 | -2
CC(=O)OCC1CCCC2=C(C)C(=O)CCC21COC(C)=O (configuration not stated) | -2 | 0 | -0.2 | 10 | 3 | -2 | -6 | 10 | 6 | 3
O=c1cc(CN2CCOCC2)c2cc(Cl)c(O)cc2o1 | -3 | 6 | 0.9 | 6 | 1 | 12 | 3 | 4 | 6 | -5
c1ccc(-n2nnnc2Oc2cccc3cccnc23)cc1 | 0 | 1 | -2.1 | 4 | 1 | 9 | -1 | -4 | -3 | 0
CC(C)OC(=O)c1c(-c2ccc(C(C)C)cc2)csc1NC(=O)C1CCCO1 (configuration not stated) | -2 | -4 | -0.6 | 1 | -1 | -7 | 1 | 0 | 2 | 2
CC(=O)OC1CCC2(C)C3CCC4(C)C(C(C)=O)CCC4C3CC3OC32C1 (configuration not stated) | -2 | -1 | -2.5 | 0 | 0 | 3 | 1 | -9 | -2 | 2
Cc1ccc(S(=O)(=O)NC(=O)N2CCCN(Cc3ccc(F)cc3)CC2)cc1 | 0 | 0 | 0.8 | 3 | -3 | 10 | 1 | -16 | 1 | 0
Cc1cc(N/N=C/c2c(O)ccc3ccccc23)nc(-c2ccccc2O)n1 | 1 | 4 | 0.4 | -3 | 3 | 15 | 16 | 2 | 9 | -4
CCc1nc2ccc(C(=O)N3CCN(S(=O)(=O)CC)CC3)cn2c1N(C)CCC(C)C | 1 | 3 | -0.9 | nt | -4 | -10 | -1 | 3 | 3 | 6
COC(=O)[C@@]12C[C@@H](CC(=O)NCC34CC5CC(CC(C5)C3)C4)C(=O)N(Cc3ccco3)C1=CCC(C)(C)C2 | -1 | 0 | 3.0 | nt | -2 | 1 | 3 | 3 | 8 | 1
CCc1ccc(-c2nc(CS(=O)CC(=O)NCc3ccccc3)c(C)o2)cc1 (configuration not stated) | -6 | 5 | -0.8 | -5 | -6 | -7 | -1 | -9 | 0 | 3
c1ccc(Nc2ccccn2)cc1 | -1 | 0 | 0.1 | -1 | 0 | 10 | -1 | -7 | -3 | -1
COC(=O)c1ccc(CSc2ccc3nnc(-c4ccc(F)cc4)n3n2)o1 | 0 | 10 | 0.5 | 3 | 3 | 9 | -2 | -9 | 0 | 17
Cc1ccccc1C(=O)N1CCC(C(=O)NCc2ccc(Cl)cc2)CC1 | 0 | 3 | -0.1 | 4 | -8 | 0 | -4 | -11 | 0 | 1
Cc1ccc(C)c(NC(=O)COC(=O)c2ccc(S(=O)(=O)N3CCCC3)cc2)c1 | -3 | -1 | -0.2 | 2 | 3 | 10 | -1 | 6 | 2 | -7
CC(=O)Nc1cc(-c2cccc(C(=O)NCCN(C)C)c2)cn2c(-c3ccc(S(C)(=O)=O)cc3)cnc12 | 2 | 10 | 1.0 | nt | -1 | 6 | 5 | 10 | -5 | 5
CCC(C(=O)N1CCN(S(C)(=O)=O)CC1)c1ccccc1 (configuration not stated) | -4 | 3 | -0.2 | 3 | -3 | -13 | -5 | 9 | -2 | 4

Not a retest: entries from further up.
SMILES | SMARCA2 activ | GC-A act | PG9 Ab binder | HTRA1 inhibitor | Rev-erbA mod | ASAP1 inh | rCAG RNA binder | ARFGAP1 inhibitor | ABHD4 inh | GC-B act
c1ccc(Nc2ccccn2)cc1 | -1 | 0 | 0.1 | -1 | 0 | 10 | -1 | -7 | -3 | -1
COC(=O)c1ccc(CSc2ccc3nnc(-c4ccc(F)cc4)n3n2)o1 | 0 | 10 | 0.5 | 3 | 3 | 9 | -2 | -9 | 0 | 17

Random draw from the library; any-hit rate near 4.4%.
